LYP inh 2: PTPN22 phosphatase inhibitors, primary screen, biochemical, DiFMUP fluorescence, 2 µM; recombinant LYP catalytic domain; inhibition, % at 2 µM; 0.21% of 96,000 active; AID 640, 2007;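 active = inhibition at 2 µM at or above a set limit, the screen mean plus 3 SD, cut at about 24% in these data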;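 also: 0% = DMSO with enzyme and 100% = enzyme fully blocked by orthovanadate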
ERa coact inh: ERα–SRC-1 coactivator interaction inhibitors, primary screen, biochemical, TR-FRET, ERα LBD, estradiol-bound | inhibition, % at 25.6 µM | TR-FRET ER-alpha LBD / SRC-1 peptide | 1.7% of 86,000 active; in the data active = inhibition above about 50%;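 also: 0% = receptor plus peptide control and 100% = peptide only without receptor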
F-actin modifier: modifiers of F-actin cytoskeleton organization, primary screen, imaging, HUVEC, phalloidin staining, high-content imaging; HUVEC TNFa F-actin phalloidin imaging; AID 836, 2007; 0.18% of 91,000 active; inhibition, % at 2 µM;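 active = inhibition above the batch mean plus 3 SD and confirmed as a hit by visual image inspection, cut at about 30% in these data, passing the limit was not always enough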; also: strong numbers were not always called active
PTK2B oligo ant: antagonists of Pyk2 self-association, primary screen, Q293 cells, FERM NanoBiT luminescence, HTS. Protein-tyrosine kinase 2-beta (Homo sapiens), Q14289. stronger effect = lower value. z-score (the deposit names both 25 µM and 10 µM). 0.83% of 99,000 active;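 active = Z-score of -3 or lower, scaled per plate to the spread of control and sample wells; inactive = z-score above -3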;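 also: negative z-score means lost luminescence so less FERM oligomerization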
Target sequence (Q14289 whole entry, looked up): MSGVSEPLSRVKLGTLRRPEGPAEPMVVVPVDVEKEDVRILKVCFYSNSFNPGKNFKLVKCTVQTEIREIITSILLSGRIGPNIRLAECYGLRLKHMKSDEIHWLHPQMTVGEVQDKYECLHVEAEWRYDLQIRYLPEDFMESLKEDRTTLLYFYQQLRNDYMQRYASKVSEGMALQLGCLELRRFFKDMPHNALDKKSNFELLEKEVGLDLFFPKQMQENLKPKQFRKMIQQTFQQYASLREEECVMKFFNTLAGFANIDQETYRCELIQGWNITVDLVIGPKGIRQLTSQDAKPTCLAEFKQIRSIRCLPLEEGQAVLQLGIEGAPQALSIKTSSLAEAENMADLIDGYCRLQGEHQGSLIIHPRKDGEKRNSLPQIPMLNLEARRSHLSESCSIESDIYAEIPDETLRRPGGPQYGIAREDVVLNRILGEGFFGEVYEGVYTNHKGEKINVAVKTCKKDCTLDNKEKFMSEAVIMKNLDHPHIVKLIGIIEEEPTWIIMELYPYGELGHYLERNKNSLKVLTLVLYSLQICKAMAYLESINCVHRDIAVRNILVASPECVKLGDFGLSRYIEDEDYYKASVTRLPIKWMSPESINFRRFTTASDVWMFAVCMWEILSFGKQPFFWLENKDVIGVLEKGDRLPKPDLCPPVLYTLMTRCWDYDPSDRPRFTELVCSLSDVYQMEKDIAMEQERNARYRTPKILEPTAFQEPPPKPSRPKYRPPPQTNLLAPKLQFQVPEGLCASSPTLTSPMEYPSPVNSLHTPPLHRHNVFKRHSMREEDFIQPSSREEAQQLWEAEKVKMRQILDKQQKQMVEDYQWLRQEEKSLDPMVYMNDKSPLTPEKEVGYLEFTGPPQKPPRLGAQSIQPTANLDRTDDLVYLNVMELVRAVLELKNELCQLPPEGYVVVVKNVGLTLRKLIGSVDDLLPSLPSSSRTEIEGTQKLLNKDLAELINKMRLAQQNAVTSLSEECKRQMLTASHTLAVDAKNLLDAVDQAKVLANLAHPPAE
IL1B cytotox: cytotoxicity in IL-1B stimulated HUVEC, primary screen, cytotoxicity control for IL-1B NFkB translocation project, imaging, Hoechst nuclear count, IL-1B stimulus; HUVEC cell count loss; cell count reduction, % at 2 µM; 0.41% of 94,000 active; AID 845, 2007;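 active = cell count reduction more than 3 SD above the screen-wide mean, cut at about 70% in these data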;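 also: normalized per plate to untreated control cells as the no-loss baseline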
FAK inh: FAK kinase inhibitors, primary screen, biochemical | Focal adhesion kinase 1 (Homo sapiens), Q05397 | biochemical FAK kinase activity assay | inhibition, %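 (tested at 7 µM)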 | 0.84% of 97,000 active; in the data active = inhibition above about 19%;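 also: 0% = DMSO and 100% = reference compound high control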
PTPN22 act: LYP phosphatase activators, primary screen, biochemical, DiFMUP fluorescence, 2 µM; Tyrosine-protein phosphatase non-receptor type 22 (Homo sapiens), Q9Y2R2; recombinant LYP; 0 = plate median, 100 = signal doubled; activation, % at 2 µM; 0.11% of 96,000 active; AID 697, 2007;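 active = activation at 2 µM above a set limit, the mean plus 5 SD, cut at about 37% in these data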
TNFa cytotox: cytotoxicity in TNFa-stimulated HUVEC, primary screen, cytotoxicity control for VCAM1 expression modulator project, imaging, Hoechst nuclei count. HUVEC TNFalpha-stimulated, Hoechst cell count. cell count reduction, % at 2 µM. 0.17% of 93,000 active. AID 848, 2007;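 active = cell count reduction exceeding the screen mean by over 5 SD, scaled to untreated wells per plate, cut at about 78% in these data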;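 also: cells counted after 24 h of TNF alpha exposure following the 1 h pretreatment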
VCAM1 TNFa inh: inhibitors of TNFa-induced VCAM1 expression, primary screen, imaging, HUVEC, TNFa stimulus, immunofluorescence; HUVEC TNFa-induced VCAM-1 immunofluorescence, high-content imaging; inhibition, % at 2 µM; 0.48% of 95,000 active;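 active = inhibition above the batch mean plus 3 SD, with images confirmed as a hit by eye, cut at about 37% in these data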;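 also: 0% = TNF-stimulated DMSO wells and 100% = unstimulated control wells; not every result past the cut was called active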
* marks the source's active call; other numbers are inactive results; . = not tested or not shown; [ ] = dose if it differs, or a comment.

A first look:
SMILES	LYP inh 2	ERa coact inh	F-actin modifier	PTK2B oligo ant	IL1B cytotox	FAK inh	PTPN22 act	TNFa cytotox	VCAM1 TNFa inh
COC(=O)c1cc(OC)c(OC)cc1NC(=S)N1CCCC(CO)C1 (configuration not stated)	-29	3	2	0.24	-14	0	28	-7	0
O=c1c(-c2ccc(Cl)cc2)[n+]([O-])c2ccccc2n1OCc1ccccn1	9	.	9	0.01	20	-2	-6	-23	14
O=C(COC(=O)C1(c2ccccc2F)CCCC1)N1CCN(C(=O)c2ccco2)CC1	1	-2	14	-0.19	-8	2	-3	-36	-55
CCCNC(=O)Nc1ccccc1C(=O)Nc1ccc(OC)cc1	0	-3	12	-0.92	22	5	-2	19	0

All compounds of this part (from the top)
SMILES	LYP inh 2	ERa coact inh	F-actin modifier	PTK2B oligo ant	IL1B cytotox	FAK inh	PTPN22 act	TNFa cytotox	VCAM1 TNFa inh
COC(=O)c1cc(OC)c(OC)cc1NC(=S)N1CCCC(CO)C1 (configuration not stated)	-29	3	2	0.24	-14	0	28	-7	0
O=c1c(-c2ccc(Cl)cc2)[n+]([O-])c2ccccc2n1OCc1ccccn1	9	.	9	0.01	20	-2	-6	-23	14
O=C(COC(=O)C1(c2ccccc2F)CCCC1)N1CCN(C(=O)c2ccco2)CC1	1	-2	14	-0.19	-8	2	-3	-36	-55
CCCNC(=O)Nc1ccccc1C(=O)Nc1ccc(OC)cc1	0	-3	12	-0.92	22	5	-2	19	0
Cc1cccc(N2CCN(C(=O)Cc3cn(C)c4ccccc34)CC2)c1C	-5	0	-20	-0.6	.	-2	4	-10	-11
Cc1ccc(C)c(C(=O)COC(=O)c2ccccc2N2C(=O)C3C4CCC(C4)C3C2=O)c1 (configuration not stated)	6	.	-4	-1.3	-21	-13	-4	12	25
Cn1c(/C(C#N)=C/C2CC=CCC2)nc2ccccc21 (configuration not stated)	-4	4[fluorescence artefact?]	36	0.01	-22	-6	1	-41	24
O=C(Nc1ccc(Cl)cn1)c1cccc(F)c1	2	-13	.	0.14	35	3	-4	6	12
Cc1c(NC(=O)C23CC4CC(CC(C)(C4)C2)C3)c(=O)n(-c2ccccc2)n1C	-8	-1	5	0.97	-37	-1	6	-13	14
CN(C(=S)NC(=O)c1ccccc1Br)C1CCCCC1	13	.	0	0.39	-17	1	-8	-23	-26
CCCN1C2CCCC1CC(NC(=O)c1ccccc1F)C2 (configuration not stated)	5	0	0	0.85	17	0	-2	22	15
Cc1cccc(OCC(=O)Nc2cc(C)ccc2O)c1	2	-5	-9	-1.8	0	1	-3	-4	58*
CCOC(=O)CN(Cc1ccc(OC)c(OC)c1)S(=O)(=O)c1ccc(OC)cc1	5	2	.	-0.41	-11	-1	-8	-5	14
O=C(O)CNC(=O)c1ccc(S(=O)(=O)N2CCOCC2)cc1	4	7	1	0.81	-97	0	-2	0	-4
O=C1C2C(C(=O)N1/N=C/c1cc(Br)cc([N+](=O)[O-])c1O)C1C=CC2C12CC2 (configuration not stated)	-2	.	-23	-1.7	-47	-4	8	7	20
CCc1ccc(OCC(=O)N(C)C2CCS(=O)(=O)C2)cc1 (configuration not stated)	-6	2[fluorescence artefact?]	4	-0.72	6	1	6	-19	1
c1ccc(Cn2nnnc2C(c2cccs2)N2CCSCC2)cc1 (configuration not stated)	7	3	3	-0.92	5	3	-4	5	8
COC(=O)C(C)Sc1nc2c(c(-c3ccc(OC)cc3)c1C#N)-c1ccccc1C2=O (configuration not stated)	3	-13	-5	-1.8	-13	-1	-1	5	10
COC(=O)[C@H](C)NC(=O)Nc1ccc(OC(F)(F)F)cc1	-2	-3	-8	-0.51	33	-2	4	-7	-10
Cc1cc(=O)c2c(C)nn(-c3ccccc3)c2[nH]1	-4	.	-30	0.06	14	8	3	1	-25
O=c1cc(-c2ccccc2)nc(SCc2ccc(Cl)cc2)[nH]1	17	.	-11	0.78	-78	1	-14	-2	5
CCCCCn1c(=O)[nH]c2cc(C(=O)N3CCN(Cc4ccc5c(c4)OCO5)CC3)ccc2c1=O	-1	-4	.	-0.71	-1	1	2	-24	-1
O=S(=O)(NCCNS(=O)(=O)c1cccs1)c1cccs1	-3	-1[fluorescence artefact?]	.	0.05	-47	0	1	-15	-6
O=C(NO)c1ccc(C(=O)N(C2CCCCC2)C2CCCCC2)cc1	8	3	-8	-0.27	1	-2	-10	-17	-10
CCSC1=N/C(=C\c2ccc3c(c2)OCO3)C(=O)S1	3	.	-21	0.09	27	14	-2	-10	-14

(continued)
SMILES	LYP inh 2	ERa coact inh	F-actin modifier	PTK2B oligo ant	IL1B cytotox	FAK inh	PTPN22 act	TNFa cytotox	VCAM1 TNFa inh
CN1c2ccsc2C(O)=C(C(=S)Nc2ccc(F)c(Cl)c2)S1(=O)=O	-4	-2	24	-1.2	1	-5	7	-24	-15
COc1ccc(CCN2C(=O)C3C4CC(C5C(C(N)=O)=NOC45)C3C2=O)cc1OC (configuration not stated)	1	-8	12	0.62	.	-1	-1	-22	-14
Cc1ccc(OCC(O)Cn2c3ccccc3c3ccccc32)cc1 (configuration not stated)	0	.	-19	-0.37	-6	-2	4	.	-27
COc1ccccc1CN(C(=O)Cc1cccs1)C(C(=O)NC1CCCC1)c1ccncc1 (configuration not stated)	-14	.	-12	-0.34	2	-2	18	.	-24
O=C(O)c1cc(N2C(=O)C3C4C=CC(C4)C3C2=O)ccc1NCc1cccnc1 (configuration not stated)	-13	-1	8	0.63	11	-1	15	.	8
CSCCNC(C)=O	-3	-7	8	.	-23	-2	3	-24	19
O=C(Nc1ccc(F)cc1)c1ccccc1F	1	-1	-2	0.5	-6	-3	-1	4	18
CCn1nc(NC(=O)c2ccncc2)c2cc3cccc(C)c3nc21	3	-3	-44	-0.89	9	9	-4	24	3
Cc1nc2ccccc2n1CCc1nc2c3ccccc3nc(=S)n2[nH]1	-10	-7	-8	0.33	-3	3	9	16	9
CCC(C)C1C(C#N)=C(N)OC2=C1C(=O)CC(C)(C)C2 (configuration not stated)	8	3	4	.	2	-3	-11	-32	0
COc1cccc(C(=O)N(CN2CCCC2=O)c2cccc(Cl)c2)c1	-3	0	9	0.01	-1	-2	1	-20	-16
CCOC(=O)N1CCN(S(=O)(=O)c2c(C)cc(C)cc2C)CC1	6	-9	14	-1.1	5	-1	-7	-9	-11
CC(C)CC(N=C1NC(C)(C)Cc2ccccc21)C(=O)O (configuration not stated)	-13	-3	2	0.58	8	-1	14	-25	-16
O=c1cc(-c2ccccc2)[nH]n1-c1nc2ccccc2s1	4	12	6	-0.13	-17	-1	-6	-5	8
O=C(CSc1nnc(Cc2cc(=O)[nH]c(=O)[nH]2)n1-c1ccccc1)N1CCCC1	0	-8	0	-0.46	14	5	-2	-5	4
CCCCC(=O)Nc1ccc(N2CCN(S(C)(=O)=O)CC2)cc1	-10	1	-19	-0.79	-20	0	11	-17	-13
O=C(Nc1ccc(Cl)cc1)C1=Cc2cc(Cl)ccc2OC1	3	-5	2	2	22	1	-6	-23	13
CC(=O)c1c(OC(=O)c2ccc(C)cc2)c2ccccc2n1C	4	.	-24	-0.5	5	4	-2	-2	-18
O=C(CSc1nnc(-c2ccccc2)n1-c1ccccc1)NCc1ccco1	-5	1	-13	-0.97	-50	-1	2	-8	4
CCOC(=O)C1CCCN(C(=O)Cn2nc(Cc3cccnc3)c3ccccc3c2=O)C1 (configuration not stated)	0	-5	14	.	8	0	-3	-28	-3
CCOc1ccc(CCN2C(=O)CCC2(C)C(=O)NC(C)CC)cc1OCC (configuration not stated)	8	.	-25	-0.86	29	6	-8	-1	-4
CCc1ccc(-c2nc(CN3CCC(C(=O)N4CCN(c5ccccn5)CC4)CC3)c(C)o2)cc1	2	-2	-21	1.3	36	0	-3	7	9
O=c1cc(N2CCN(c3ccccc3)CC2)[nH]c(=O)n1Cc1ccc(F)cc1	2	11	-7	.	-22	9	-2	40	28
COc1ccc(NC(=O)c2oc3ccccc3c2C)c(OC)c1	-10	-11	6	-1.4	12	-1	11	-14	16
C=CCN1C(=O)/C(=C2/C(=O)N(CC(=O)O)c3ccccc32)S/C1=N/c1nccs1	20	.	-9	.	5	22*	-16	-18	-2

New compounds follow
SMILES	LYP inh 2	ERa coact inh	F-actin modifier	PTK2B oligo ant	IL1B cytotox	FAK inh	PTPN22 act	TNFa cytotox	VCAM1 TNFa inh
CCN(CC)c1ccc2c(c1)C(=O)N(C)C2=O	-14	-20	8	-1.3	5	2	13	-13	1
Cc1cc(C(F)(F)F)n(-c2nc(C(=O)Nc3ccccc3Oc3ccccc3)cs2)n1	-2	.	-70	.	-28	0	3	-15	3
COCCn1nnnc1CN1C2CCCC1CC(NC(C)=O)C2 (configuration not stated)	-2	6	-16	0.22	-11	2	4	-1	-5
Cc1ccc2c(c1)N(CC(=O)NC1CCCc3ccccc31)C(=O)CO2 (configuration not stated)	0	67*	24	-0.76	22	3	-2	19	-17
CCN(CC(=O)NCc1ccc(F)cc1)Cc1nc2cc(Cl)ccc2c(=O)[nH]1	11	-2	-20	1.7	-15	-1	-10	-2	8
Oc1c(CN2CCCCC2)cc(COCc2ccccc2)c2cccnc12	11	.	8	0.22	-20	9	-14	13	14
CC1=C(C(=O)N2CCCCC2)C(c2cccs2)NC(=O)N1 (configuration not stated)	-3	2	-1	0.27	-9	10	4	6	30
Cc1cc(NC(=O)c2cccs2)n(-c2ccccc2)n1	-19	-5	.	0.26	4	0	21	-16	4
CC1(C)N=C2C(=[N+]1[O-])CCC/C2=N\O	-5	-5	-25	-0.31	55	12	4	-2	1
Cn1cccc1CNC(=O)Nc1ccc(Cl)c(Cl)c1	2	-11	6	-0.78	-10	0	-3	-8	13
COc1ccc(CCN(Cc2nc(-c3ccccc3)no2)Cc2nc(-c3ccccc3)no2)cc1OC	-2	-4	-13	-0.68	1	2	1	-10	10
CCOc1ccc2nc(NC(=O)c3ccc(S(=O)(=O)N4CCOCC4)cc3)sc2c1	-1	0	-2	0.75	12	3	-1	-33	-10
CCOC(=O)Cn1nc(C)n(-c2ccccc2)c1=O	-1	.	1	0.16	19	-3	4	5	-9
O=c1[nH]c(SCc2cc(=O)n3ccccc3n2)nc2c1CCC2	-21	-5[fluorescence artefact?]	-19	.	-29	4	16	30	-5
COc1ccc(OC)c(C(=O)CSc2nnc(-c3cccs3)n2C)c1	13	-25[fluorescence artefact?]	-20	0.2	-2	1	-11	-14	13
CCS(=O)(=O)N1CCC(C(=O)NCCCN2CCC(Cc3ccccc3)CC2)CC1	0	-3	-47	0.31	-4	3	-3	60	4
Cn1c(=O)c2c(nc(N3CCCCC3)n2CCSc2nc3ccccc3o2)n(C)c1=O	12	-16[fluorescence artefact?]	10	.	-12	-1	-10	-15	11
CC1(C)NC(=O)N(CC(=O)O)C1=O	-2	.	-2	-0.07	-17	-2	1	-26	-6
Cc1nc(SCC(=O)CC(=O)OC(C)C)c(C#N)c(C)c1C	6	.	-10	0.22	13	2	-3	-2	17
CCOC(=O)C1(CC)NC(c2ccco2)C2C(=O)N(c3ccc(C)cc3)C(=O)C21 (configuration not stated)	-5	-6[fluorescence artefact?]	6	0.61	-1	-2	6	-11	15
Cc1ccc(NCc2nnc(SCC(=O)N(Cc3ccccc3)C(C)(C)C)o2)c(C)c1	12	-5	-2	0.36	-2	3	-11	-12	5
[O-][n+]1onc2c1CCC1N(O)C(c3ccccc3)CC21O (configuration not stated)	1	-33	-4	1	17	-2	-2	-13	2
CC(C)(C)c1nnc(NC(=O)c2cc(-c3ccccc3)nc3ccccc23)s1	11	.	9	-2.7	-9	2	-6	21	-7
